Screening results deposited in PubChem BioAssay by several laboratories.
HePTP inhibitor: inhibitors of human HePTP phosphatase; P35236; recombinant HePTP phosphatase activity, OD absorbance; inhibition, % at 20 µM; 0.64% of 110,000 active; in the data active means inhibition above about 50%;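 further: plate controls were vehicle for no effect and reference inhibitor for full effect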
Target sequence (P35236 whole entry, looked up): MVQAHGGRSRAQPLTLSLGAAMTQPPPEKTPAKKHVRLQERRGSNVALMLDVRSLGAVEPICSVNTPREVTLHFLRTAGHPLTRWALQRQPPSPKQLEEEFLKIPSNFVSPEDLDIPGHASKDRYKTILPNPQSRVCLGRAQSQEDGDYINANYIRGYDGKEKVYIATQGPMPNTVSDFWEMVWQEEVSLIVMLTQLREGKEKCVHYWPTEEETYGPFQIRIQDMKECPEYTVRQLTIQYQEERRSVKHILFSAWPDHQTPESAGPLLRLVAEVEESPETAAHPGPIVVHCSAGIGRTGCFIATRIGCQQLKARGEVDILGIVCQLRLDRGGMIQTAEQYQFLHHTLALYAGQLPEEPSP
BAP1 block: blocks human BAP1 ubiquitin-AMC hydrolysis | 0.48% of 72,000 active | activity remaining (% of control), % at 20 µM | AID 436 | recombinant BAP1, Ub-AMC hydrolysis fluorescence kinetic; stronger effect = lower value;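 active means activity remaining at or below 50% of control, provided the compound also passes the data quality filters; inactive means the rest, including low values that fail the filters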;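 further: 100% = DMSO wells rate and 0% = substrate alone blank rate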
Target sequence (Q92560 whole entry, looked up): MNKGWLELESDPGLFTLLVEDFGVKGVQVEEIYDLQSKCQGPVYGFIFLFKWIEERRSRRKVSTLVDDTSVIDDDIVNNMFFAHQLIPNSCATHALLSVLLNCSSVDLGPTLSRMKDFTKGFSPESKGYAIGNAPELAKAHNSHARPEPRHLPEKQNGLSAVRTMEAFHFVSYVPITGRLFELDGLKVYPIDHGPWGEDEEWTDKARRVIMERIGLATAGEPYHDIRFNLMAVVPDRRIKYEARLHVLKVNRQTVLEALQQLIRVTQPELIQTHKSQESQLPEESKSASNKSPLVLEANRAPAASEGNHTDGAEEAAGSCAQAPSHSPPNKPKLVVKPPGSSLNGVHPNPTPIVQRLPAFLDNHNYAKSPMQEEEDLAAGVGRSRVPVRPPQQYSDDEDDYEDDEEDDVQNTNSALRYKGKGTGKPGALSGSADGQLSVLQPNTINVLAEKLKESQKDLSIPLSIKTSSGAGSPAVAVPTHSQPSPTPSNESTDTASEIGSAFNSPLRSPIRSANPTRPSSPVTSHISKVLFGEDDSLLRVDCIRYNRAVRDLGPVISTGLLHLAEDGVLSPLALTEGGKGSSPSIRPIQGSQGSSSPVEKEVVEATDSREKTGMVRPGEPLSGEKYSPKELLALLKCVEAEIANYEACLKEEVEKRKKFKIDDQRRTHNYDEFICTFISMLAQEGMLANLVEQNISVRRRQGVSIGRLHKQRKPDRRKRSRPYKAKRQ
The depositor's hits bear a star; / = no result given; & = joins results of further samples.

SMILES	HePTP inhibitor	BAP1 block
CCOc1ccc2[nH]c(=O)c(CN(CCCO)C(C)=O)cc2c1	0	111
Cc1nc2ncnn2c(C)c1CCC(=O)NCCCN1CCN(c2cccc(Cl)c2)CC1	8	103
Cn1c(SCC(=O)Nc2cccc(NC(=O)c3cccs3)c2)nnc1-c1ccncc1	5	/
O=C1CC(N2CCN(c3cccc(C(F)(F)F)c3)CC2)C(=O)N1c1ccc(F)cc1 (stereo not drawn)	1	105
CCCCc1nc2ccccc2n2cc3c(=O)n(C)c(=O)n(C)c3c12	16	51
CC(C)C(c1nnnn1C1CCCC1)N1CCN(c2ccccc2F)CC1 (stereo not drawn)	8	101
Cc1ccc(C(=O)CSc2nc3cc(C)c(C)cc3[nH]2)cc1	-2	/
CN(Cc1ccccc1)C(=O)c1ccc([N+](=O)[O-])cc1Cl	-7	/
Cc1nn2cc(-c3ccc(N)cc3)nc2s1	10	102
Cc1ccc(N2CCN(/N=C\c3cccc(Br)c3)CC2)cc1	-5	/
CCCNC(=O)c1ccccc1NS(=O)(=O)c1ccc(OC)c(OC)c1	4	127
CCOC(=O)C1CCCN(C(=O)c2sc3nc(-c4ccc(OC)cc4)cn3c2C)C1 (stereo not drawn)	0	/
COc1ccc(-c2csc(N3CCN(Cc4ccc5c(c4)OCO5)CC3)n2)cc1	3	107
CC(C)OC(=O)Cn1cnc2ccc(Br)cc2c1=O	6	98
CC(=O)N=c1sc2nc3ccccc3nc2n1N(C(C)=O)C(C)=O	6	279
O=C(NC1CCCCC1)C(c1ccccc1)N(Cc1ccco1)C(=O)Cn1cnc2ccccc21 (stereo not drawn)	3	89
CCCCNS(=O)(=O)c1cccc(S(=O)(=O)N2CCCC2)c1	3	110
Cc1c(C)n(C(=O)CN2CCN(c3ccccn3)CC2)c2ccccc12	14	113
C=CCc1cccc(/C=N/NC(=O)c2cc(C34CC5CC(CC(C5)C3)C4)[nH]n2)c1O	-6	/
COc1ccc(CN2CC(C(=O)N3CCOCC3)CC2=O)cc1 (stereo not drawn)	8	114
Cc1onc(-c2ccccc2)c1C(=O)Nc1ccc(S(=O)(=O)NC2=NCCCCC2)cc1	10	115
CCCC(=O)N1c2ccccc2[C@@H](N(C(C)=O)c2ccccc2)C[C@H]1C	-10	94
O=C1NC2(CCCCC2)N=C1c1ccccc1	-4	114
COC(=O)c1ccc(Oc2nc(Nc3ccc(F)cc3)nc(N3CCCC3)n2)cc1	4	51
COc1ccc2[nH]c(=O)c(CN(C(=O)NC3CCCCC3)C3CCCC3)cc2c1	-4	77
(listing goes on)
SMILES	HePTP inhibitor	BAP1 block
Cn1c(=O)c2c(nc(NCc3ccc4c(c3)OCO4)n2Cc2ccc(Br)cc2)n(C)c1=O	/	78
CCN1CCN(c2ccc(NC(=O)c3cccc4ncccc34)cc2)CC1	-5	99
COc1cc([N+](=O)[O-])cc2c1N=C(c1ccc(Cl)cc1Cl)NO2	10	/
Cn1c(NC(=O)C(C)(C)Oc2ccc(Cl)cc2)cc(=O)n(C)c1=O	-6	91
CCOC(=O)N1CCN(c2cc(=O)n(Cc3ccc(F)cc3)c(=O)[nH]2)CC1	/	99
CCOCC(=O)Nc1nc2ccc(OCC)cc2s1	-3	91
CCCOc1ccc(/C=N/NS(=O)(=O)c2ccc(OC)cc2)cc1OC	6	/
CCCOC(=O)c1cccc(NC(=O)COc2ccc([N+](=O)[O-])cc2)c1	-3	/
Cc1ccc2nc(C3CCN(C(=O)c4ccco4)CC3)[nH]c2c1	9	74
O=C(CN1CCN(c2nc3ccccc3s2)CC1)Nc1ccc([N+](=O)[O-])cc1	/	171
CC(=O)Nn1cc2c(c1-c1ccccc1)c(=O)n(C)c(=O)n2C	3	79
CCOc1ccccc1C(=O)Nc1nc(C)cs1	11	/
CCOC(=O)C1=C(C)N=c2s/c(=C\c3sccc3C)c(=O)n2C1c1cccs1 (stereo not drawn)	2	/
Cc1nn(Cc2ccc(Cl)c(Cl)c2)c(C)c1NC(=O)c1cc(-c2ccc3c(c2)OCO3)on1	-22	101
Cc1cccc(N2CCN(Cc3c(C)n(C)n(-c4ccccc4)c3=O)CC2)c1C	9	95
COc1cccc(NC(=O)C(=O)NCCN(C)C)c1	-6	/
Cc1cc(NC(=O)c2cc(Cl)ccc2Cl)ccc1NC(=O)c1ccco1	9	/
CSC(=Nc1ccccc1)C1=C(O)COC1=O	-2	84
Clc1ccccc1-c1nnc2sc(-c3ccccn3)nn12	9	94
COc1ccc(/C=C2/SC(N3CCCCC3)=NC2=O)cc1	3	/
COc1cc(/C=C2/SC(=S)N(CCC(=O)Nc3ccccc3C(F)(F)F)C2=O)cc(OC)c1OC	7	/
CCC1CCCCN1c1nc(-c2ccncc2)nc2ccccc12 (stereo not drawn)	-10	112
COc1ccc(C(=O)N2CCN(C3CCCCC3)CC2)cc1	-18	/
CCCn1c(=S)[nH]c2cc(C(=O)N3CCCC(C(=O)OCC)C3)ccc2c1=O (stereo not drawn)	-7	87
CCCCn1nc(NC(=O)c2cccs2)c2cc3ccccc3nc21	0	/
Next section
SMILES	HePTP inhibitor	BAP1 block
CCN1C(=O)/C(=C\c2ccc(-c3ccc(F)cc3)o2)SC1=S	6	/
CCCNC(=O)OCC12COC(c3ccc4c(c3)OCO4)C(C(C)=CC1C)C2C (stereo not drawn)	-15	/
COc1cccc(-c2nnn(CC(=O)Nc3ccc(C)cc3C)n2)c1OC	-3	86
O=C(NC1CCN(C(=O)NCc2ccccc2)CC1)c1ccco1	6	100
COc1ccc(NC(=O)[C@@H]2[C@@H]3C(=O)N(C4CCCCC4)C(=O)[C@@H]3C3c4ccccc4C=CN32)cc1 (stereo partly drawn)	9	90
Cc1cc2n(n1)C(c1c[nH]c3ccccc13)Nc1ccccc1-2 (stereo not drawn)	3	52
O=C(CN1C(=O)c2ccccc2C1=O)N1CCOCC1	3	103
CC(N)=NCCC[C@H](N)C(=O)O	/	94
NC(=O)c1ccccc1NC(=O)C1CC=CCC1C(=O)O (stereo not drawn)	40	/
O=C(Nc1ccc2c(c1)OCO2)C1CCCN1C(=O)OCc1ccccc1 (stereo not drawn)	-5	/
O=C(CSc1nnc(-c2ccco2)n1-c1ccccc1)CSc1nnc(-c2ccco2)n1-c1ccccc1	8	/
O=C(NCc1ccco1)C1CCN(S(=O)(=O)c2cccc3cccnc23)CC1	7	99
COCCOC(=O)c1ccc(NC(=O)c2ccc(C)c([N+](=O)[O-])c2)cc1	6	/
O=C(CSc1ccccn1)Nc1ccccc1F	3	/
O=c1oc(-c2ccco2)nc2ccc(Br)cc12	-10	/
CCCCc1c(O)nc(SCC(=O)c2ccccc2)[nH]c1=O	-5	94
Cc1cccc(-n2c(N)cc(=O)nc2SCC(=O)NC2CCCCC2)c1	0	104
Cc1ccccc1OCc1nc2ccccc2c(=O)n1/N=C/c1ccco1	-6	111
O=C(NCCCN1CCCC1=O)c1ccc2c(c1)OCO2	10	95
Cc1cc2c(cc1C)CN(c1cccc(C(=O)N/N=C/c3ccc(N(C)C)cc3)c1)C2	-20	/
CCOC(=O)c1[nH]c2ccc(F)cc2c1NC(=O)CCN1CCSCC1	4	72
O=C(NCc1ccoc1)c1ccc(NC(=O)c2ccccc2Cl)cc1	16	/
O=C(COc1ccc(S(=O)(=O)N2CCCC2)cc1)NCc1ccco1	-4	108
COC(=O)C(C)Sc1ccc2nnc(-c3ccc(F)cc3)n2n1 (stereo not drawn)	-6	95
O=C(CCN1C(=O)COc2ccccc21)N1CCN(c2ccccn2)CC1	1	96

Exported field by field: part of the list above.
NC(=O)c1ccccc1NC(=O)C1CC=CCC1C(=O)O (stereo not drawn)
  HePTP inhibitor = 40 | BAP1 block = /
O=C(Nc1ccc2c(c1)OCO2)C1CCCN1C(=O)OCc1ccccc1 (stereo not drawn)
  HePTP inhibitor = -5 | BAP1 block = /
O=C(CSc1nnc(-c2ccco2)n1-c1ccccc1)CSc1nnc(-c2ccco2)n1-c1ccccc1
  HePTP inhibitor = 8 | BAP1 block = /
O=C(NCc1ccco1)C1CCN(S(=O)(=O)c2cccc3cccnc23)CC1
  HePTP inhibitor = 7 | BAP1 block = 99

New compounds follow
SMILES	HePTP inhibitor	BAP1 block
COC(=O)c1ccc(NC(=O)CC(c2ccccc2)c2ccccc2)cc1	4	/
Cc1cc(C)n(C(=O)CNC(=O)c2ccccc2Cl)n1	9	/
CCCOC(=O)C1=C(C)N(C)C(=O)NC1c1ccccc1I (stereo not drawn)	/	137
C=CCN1C(=O)/C(=C\c2ccc(CC)cc2)C(=O)NC1=S	15	/
Cc1c(NC(=O)COC(=O)C2CC3C=CC2C3)c(=O)n(-c2ccccc2)n1C (stereo not drawn)	4	101
O=C1/C(=C/c2c[nH]c3ccccc23)CCC/C1=C\c1c[nH]c2ccccc12	-8	/
Nn1cc(-c2ccccc2)nc1SCC(=O)NC1CCS(=O)(=O)C1 (stereo not drawn)	6	86
CCCOc1ccc(N2C(=O)CC(N(Cc3ccc(OC)cc3)C(=O)/C=C/C(=O)O)C2=O)cc1 (stereo not drawn)	-9	/
CSc1nsc(SC)c1NC(=O)OCCc1ccccn1	4&-5	95
COc1ccc(C(=O)OCCNC(=O)c2cccnc2)cc1OC	/	99
COC(=O)c1[nH]c2cc(OC)ccc2c1NC(=O)CCN1CCCC(C)(C)C1	5	70
CC(NC(=O)c1ccccc1)C12CC3CC(CC(C3)C1)C2 (stereo not drawn)	2	/
CCOC(=O)N1CCN(C(=O)CN(c2ccc3c(c2)OCO3)S(C)(=O)=O)CC1	10	59
O=C1c2cccc3cccc(c23)C(=O)N1CCSc1nc2sc3c(c2c(=O)[nH]1)CCCC3	-5	/
COc1cc(S(=O)(=O)N2CCN(Cc3ccc4c(c3)OCO4)CC2)c(C)cc1C	-3	98
CCCOc1ccc(C2C(=O)N(C3CCCCC3)CC(=O)N2C2CC2)cc1OC (stereo not drawn)	8	103
CCCC(=O)Nc1cccc(NC(=O)c2ccccc2I)c1	2	/
Cn1ccnc1-c1ccc(-c2nccn2C)cc1	-11	/
CC(C)(C)C1CCc2c(sc(NC(=O)C3CCCO3)c2C#N)C1 (stereo not drawn)	10	/
O=C(ON1C(=O)c2ccccc2C1=O)c1ccccc1[N+](=O)[O-]	-6	/
COc1cc(CN2CCN(CC3CC4C=CC3C4)CC2)cc(OC)c1O (stereo not drawn)	4	/
Cc1ccccc1OCc1nnc2n1CC(C)S2 (stereo not drawn)	6	95
COc1ccc(/C=N/O)cc1COc1ccc(NC(C)=O)cc1	4	96
COc1ccc(NC(=O)CN(c2ccc(OC)cc2)S(=O)(=O)c2ccc(C)cc2)cc1	3	/
CNS(=O)(=O)c1cc(O)c2c(S(=O)(=O)NC)cc(S(=O)(=O)NC)cc2c1	-4	/
Other structures:
SMILES	HePTP inhibitor	BAP1 block
CC(C)NC(=O)c1c(NC(=O)c2cccs2)sc2c1CCCC2	-2	/
CCn1c(Cc2ccccc2)nnc1SCC(=O)Nc1ccccc1	-5	99
O=C1c2ccccc2C(=O)N1CCCc1nc2ccccc2c(=O)n1CCCn1ccnc1	2&5	101
COc1ccc(C(C)=O)cc1N1C(=O)C=CC1=O	1	/
O=C(CC1SC(=O)NC1=O)Nc1ccccc1 (stereo not drawn)	-2	/
Cc1nc(SCC(=O)NC2CCCCC2)n[nH]1	7	/
COc1ccccc1C1CC(c2c(-c3ccccc3)c3cc(Cl)ccc3[nH]c2=O)=NN1C(=O)CN1CCCC1 (stereo not drawn)	/	208
Cc1ccc2c(c1)NCCO2	3	115
O=C(NCc1ccc(F)cc1)C1CCCN(S(=O)(=O)c2cccnc2)C1 (stereo not drawn)	-13	80
C[C@@H]1C[C@H](Nc2ccccc2)c2ccccc2N1C(=O)c1cccnc1	3	76
COc1ccccc1NC(=O)Cc1nn(C)c(=O)c2ccccc12	1	85
Fc1ccc(-c2nnc(Cc3nnc(-c4ccc(F)cc4)o3)o2)cc1	10	92
Oc1ccc(/C=N/Nc2ncc(Br)cn2)c(O)c1	-1	/
c1ccc2cc(OCCN3CCCC3)ccc2c1	8	104
Cc1ccc(C)c(Nc2nc3c(s2)CCCC3)c1	-7	/
O=CN1CCN(C2CC(=O)N(c3ccc4c(c3)OCO4)C2=O)CC1 (stereo not drawn)	2	82
O=C(NCc1cccnc1)c1cc2nc3c(c(C(F)(F)F)n2n1)CCc1ccccc1-3	-7	/
CN(C(=O)c1cccc(C#N)c1)c1nnc(-c2ccccn2)s1	-1	178
O=c1c2c3c(sc2ncn1/N=C/c1ccco1)CCCC3	4&3	93
COc1cccc(C(=O)OCc2ccccc2C#N)c1O	3	88
C#CCSc1nc(C)cc(C)c1C#N	5	/
CCOc1ccc2nnnn2n1	6	98
CN1CCNC(=O)C1CC(=O)O (stereo not drawn)	4	91
O=C(c1cccc(Cl)c1)N1CCN(c2ccc([N+](=O)[O-])cc2Cl)CC1	-21	/
Cc1nnc(Nc2ccc3c(c2)ncn3-c2ccccc2)c2ccccc12	-2	/
COc1ccc(C(=O)Nc2ccc(Br)c(C)c2)cc1OC	3	/
CCOc1ccc(C(C2=C(O)CC(C)(C)CC2=O)C2C(=O)CC(C)(C)CC2=O)cc1 (stereo not drawn)	4	71

Gathered by group, those above with two or more sulfur atoms.
SMILES	HePTP inhibitor	BAP1 block
Cn1c(SCC(=O)Nc2cccc(NC(=O)c3cccs3)c2)nnc1-c1ccncc1	5	/
CCCCNS(=O)(=O)c1cccc(S(=O)(=O)N2CCCC2)c1	3	110
CCOC(=O)C1=C(C)N=c2s/c(=C\c3sccc3C)c(=O)n2C1c1cccs1 (stereo not drawn)	2	/
COc1cc(/C=C2/SC(=S)N(CCC(=O)Nc3ccccc3C(F)(F)F)C2=O)cc(OC)c1OC	7	/
CCN1C(=O)/C(=C\c2ccc(-c3ccc(F)cc3)o2)SC1=S	6	/
O=C(CSc1nnc(-c2ccco2)n1-c1ccccc1)CSc1nnc(-c2ccco2)n1-c1ccccc1	8	/
Nn1cc(-c2ccccc2)nc1SCC(=O)NC1CCS(=O)(=O)C1 (stereo not drawn)	6	86
CSc1nsc(SC)c1NC(=O)OCCc1ccccn1	4&-5	95
O=C1c2cccc3cccc(c23)C(=O)N1CCSc1nc2sc3c(c2c(=O)[nH]1)CCCC3	-5	/
CNS(=O)(=O)c1cc(O)c2c(S(=O)(=O)NC)cc(S(=O)(=O)NC)cc2c1	-4	/
CC(C)NC(=O)c1c(NC(=O)c2cccs2)sc2c1CCCC2	-2	/
